NPSR antagonist = neuropeptide S receptor (human) antagonism, cAMP; Q6W5P4; CHO-NPSR cells, cAMP TR-FRET, antagonist mode; Potency, µM (doses to about 38.3 µM), for the others: at the top dose activity change, negative = inhibition, most hits filed as inhibitors; 220,000 compounds, 1% hits; note: potency is the fitted concentration of half-maximal effect; % is set by controls: 0 for no effect and ±100 for the full control effect; nearly all actives have a fitted effect of over 50% in size; many of its hits are not listed in these tables
Target sequence (Q6W5P4 whole entry, looked up): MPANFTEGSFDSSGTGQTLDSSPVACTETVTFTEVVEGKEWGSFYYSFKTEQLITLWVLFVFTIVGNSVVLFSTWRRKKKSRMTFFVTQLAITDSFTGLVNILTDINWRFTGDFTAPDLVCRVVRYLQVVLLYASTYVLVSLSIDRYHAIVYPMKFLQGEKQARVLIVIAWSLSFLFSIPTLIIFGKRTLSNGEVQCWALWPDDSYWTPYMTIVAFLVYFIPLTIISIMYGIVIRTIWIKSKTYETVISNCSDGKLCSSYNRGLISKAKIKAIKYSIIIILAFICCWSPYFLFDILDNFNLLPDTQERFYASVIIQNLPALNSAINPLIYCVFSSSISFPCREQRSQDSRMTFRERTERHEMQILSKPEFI
HTT aggregate = reduces HttQ103-GFP aggregates in PC12 cells; Potency, µM (top dose mostly 46.1 µM), inactives show at the highest dose activity change, negative = inhibition, hits mostly inhibitors; PC12 HttQ103-GFP aggregates, Acumen cytometry, 40 h; 220,000 compounds, 1.1% hits; AID 1688; note: potency is the fitted concentration of half-maximal effect; % is set by controls: 0 for no effect and ±100 for the full control effect; nearly all actives have a fitted effect of over 60% in size
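Ecdysone-promoter PC12 model expressing HTT exon 1 Q103 fused to GFP, induced by tebufenozide at 100 nM final. Compounds titrated; aggregates sized 1–25 µm scored on a 488 nm laser cytometer.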
Epigenetic reg = derepresses silenced GFP reporter in murine cells; murine LDR cells, GFP reporter derepression, 30 h; 280,000 compounds, 0.2% hits; Potency, µM (highest dose often 53.9 µM), for the others: at the top dose GFP activation, most hits filed as activators; note: potency is the fitted concentration of half-maximal effect; % of control where 0% means no effect; nearly all actives have a fitted effect of over 60% in size
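GFP-positive cell count by laser-scanning cytometry (objects 20–120 um) after 30 h, 37 C compound exposure of murine LDR cells; reporter is CMV-GFP integrated at a silenced locus, inducible by HDAC or DNMT inhibitors.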
CBFb-RUNX1 inh = inhibitors of human CBF-beta and RUNX1 interaction. Q01196+Q13951. AlphaScreen CBFb-His/RUNX1-biotin binding, biochemical. Potency, µM (doses to about 59.8 µM), without a hit: at the top dose activity, negative = inhibition, usual class: inhibitors. 230,000 tested, under 10 active. AID 1477; note: % of control where 0% means no effect
Target sequence (Q01196 whole entry, looked up): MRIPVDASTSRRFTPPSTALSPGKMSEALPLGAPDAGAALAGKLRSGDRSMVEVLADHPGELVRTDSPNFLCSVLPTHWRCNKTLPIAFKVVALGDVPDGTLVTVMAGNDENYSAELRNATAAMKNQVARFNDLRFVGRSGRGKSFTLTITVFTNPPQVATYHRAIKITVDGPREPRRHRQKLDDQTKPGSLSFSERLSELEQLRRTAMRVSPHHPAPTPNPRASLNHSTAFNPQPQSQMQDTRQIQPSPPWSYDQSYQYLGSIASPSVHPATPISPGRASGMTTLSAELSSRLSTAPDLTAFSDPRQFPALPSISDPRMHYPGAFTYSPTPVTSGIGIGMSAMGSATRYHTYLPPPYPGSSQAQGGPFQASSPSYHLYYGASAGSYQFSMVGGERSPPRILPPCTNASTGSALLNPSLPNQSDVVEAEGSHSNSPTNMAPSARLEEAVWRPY
Target sequence (Q13951 whole entry, looked up): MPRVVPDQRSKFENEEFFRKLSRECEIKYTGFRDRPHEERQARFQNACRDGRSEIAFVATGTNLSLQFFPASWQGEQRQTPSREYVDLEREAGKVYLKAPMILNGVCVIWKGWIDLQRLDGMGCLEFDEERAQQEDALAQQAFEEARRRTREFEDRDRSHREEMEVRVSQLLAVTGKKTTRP
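Room-temperature protein-protein interaction test with 30 nM each of His-tagged CBF-beta and biotinylated RUNX1, 15 min with compound, then 90 min with nickel plus streptavidin beads. Signal read in AlphaScreen mode.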
Lamin A splicing = changes lamin A minigene splicing in HeLa cells; 200,000 compounds, 0.01% hits; Potency, µM (series often up to 46.1 µM), inactives show at the highest dose ratio change, negative = inhibition, hits mostly inhibitors; AID 1487; HeLa LMNA splicing GFP/RFP minigene ratio, 48 h; active = well fitted inhibition curve with a large enough effect in the signal ratio, with a control signal flat, not every such curve was filed as active; inconclusive = small, poorly fitted or top-dose-only effect, or effect the other way, or a change in a side signal; the % refers to the signal ratio; note: potency is the fitted concentration of half-maximal effect; % is set by controls: 0 for no effect and ±100 for the full control effect
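S3 HeLa stable clones carrying a lamin A-EGFP splicing minigene plus DsRed2 were seeded at 600 cells/well in Opti-MEM with 2% FBS, pin-dosed and incubated 48 h at 37°C. Acumen cytometry (488 nm) gave the GFP/RFP total-intensity ratio.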
IMPase Li cell = cell-permeable IMPase inhibitors with lithium potentiation. CHO-M1 cells, IP1 TR-FRET (IP-One), carbachol + lithium. Potency, µM (series often up to 59.4 µM), inactives show top-dose activity, negative = IMPase inhibition, usual class: inhibitors. 210,000 compounds, 0.35% hits;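 note: IP1 builds up when IMPase is blocked and the TR-FRET signal falls; potency is the fitted concentration of half-maximal effect; plate controls were basal vehicle for no effect and high inhibitor control for full effect; nearly all actives have a fitted effect of over 50% in size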
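CHO-M1, 2000 cells/well, 16–30 h culture; cpd + low Li+, 30 min 37C; lysis with d2-IP1/Eu-anti-IP1 Ab, 10 min RT; TR-FRET 665/620 ratio and 620 channel; AC50 via Hill.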
KinaseGlo FLuc = counter-screen: inhibitors of Kinase-Glo firefly luciferase. 200,000 compounds, 0.28% hits. Q27757. Potency, µM (doses to about 38.3 µM), for the others: at the highest dose activity change, negative = inhibition, hits mostly inhibitors. Kinase-Glo luciferase, ATP luminescence, 8 min. AID 1379; note: potency is the fitted concentration of half-maximal effect; % is set by controls: 0 for no effect and ±100 for the full control effect; nearly all actives have a fitted effect of over 60% in size
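Luminescence was the read-out, taken after 8-minute incubation at ambient temperature. Luciferase turned over luciferin with 10 uM ATP in imidazole pH 7.2 buffer containing KCl, MgCl2, Tween 20 and BSA.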
Active calls of the source: *; ? = inconclusive; · = not tested or not shown; [ ] = dose if it differs, or a comment. Unless noted, calls come from the whole dose curve; as a rule, active = well fitted curve in the direction sought with a large enough effect; inconclusive = small, poorly fitted or top-dose-only effect, or another doubt; inactive = no such curve, though single readings can be large; an effect the other way counts as inactive or inconclusive.

SMILES | NPSR antagonist | HTT aggregate | Epigenetic reg | CBFb-RUNX1 inh | Lamin A splicing | IMPase Li cell | KinaseGlo FLuc
CCc1ccccc1Nc1nc(N)nc(CSc2nnc3ccccn23)n1 | -5% | -5% | 0.0% | -19% | -7%[46 µM] | -4% | 2%
COc1ccccc1S(=O)(=O)Nc1ccc(-c2nnc3n2CCCCC3)cc1 | -3%[46.1 µM] | -8% | 1.1% | 1% | -2% | -2%[38.3 µM] | -2%
O=C(CNCCO)N1CCc2ccccc21 | 2%[46.1 µM] | 9% | -3.2% | ? | ? | 4%[38.3 µM] | -1%
COC(=O)c1ccccc1NC(=O)c1cc([N+](=O)[O-])nn1Cc1ccccc1 | -17% | 1% | 0.0% | 0% | 1% | 0% | 0%
OCCC1CN(Cc2ccccn2)CCN1C1CCCC1 (stereo not drawn) | -14% | -12%[9.22 µM] | -0.2% | -2% | · | 1% | ·
Cc1cc(Cl)c(S(=O)(=O)N2CCCCCC2)cc1OCC(=O)NC1CCCCC1 | ? | -70% | -5.9% | 1% | ? | 26%[38.3 µM] | -2%
COc1cccc(-c2nnc(NC(=O)c3ccc4ncsc4c3)o2)c1 | -4% | ? | 0.0% | -9% | ? | 3% | 2%
CCCc1nc2sc3ccccc3c(=O)c2c(=O)n1Cc1ccco1 | -25%[46.1 µM] | 0% | -2.2% | -15% | 10% | · | ·
COc1cc(CNC2CCCC2)cc(Cl)c1OCc1ccccc1Cl | ? | -10% | 0.0% | 4% | 3% | 8%[38.3 µM] | -5%
CCOC(=O)c1c(NC(=O)CSc2nnc3ccccn23)sc2c1CCC2 | 7% | -5% | 3.4% | -2% | ? | 14% | 1%
CN(C)c1ccc(/C=N/NC(=O)CCCCCNC(=O)c2ccccc2)cc1 | 10%[7.67 µM] | 4%[9.22 µM] | 3.1% | 8% | · | · | ·
NNC(=O)c1snnc1-c1ccccc1 | -4% | -4%[9.22 µM] | -1.9% | 8% | · | · | ·
Cc1ccc(C(=O)C(C)Sc2nnc(N)s2)cc1 (stereo not drawn) | 3% | -9% | -1.9% | 5% | ? | 11% | 2%
O=C(Nc1ccc(F)cc1)N1CCOCC1 | -8%[46.1 µM] | 3% | -1.0% | -5% | 18% | 25%[38.3 µM] | -6%
CCC(=O)/C(=C(/O)c1ccccc1)c1nc2ccccc2[nH]1 | 10% | 15% | -2.2% | 0% | ? | 5% | 2%
Cn1ncc(Br)c1C(=O)NC12CC3CC(CC(C3)C1)C2 | -2% | -18% | -1.8% | 7% | 5% | 2% | -2%
CC(Oc1ccc(Cl)cc1Cl)C(=O)NCCCN(C)C (stereo not drawn) | -7%[46.1 µM] | 3% | 1.7% | 0% | -2% | -11%[38.3 µM] | 13%
C=CCN1C(=O)S/C(=C\c2ccc(N3CCOCC3)cc2C)C1=O | -10%[46.1 µM] | ? | 8.4% | -6% | ? | 53%[activator][38.3 µM] | -2%
COC(=O)c1ccc(S(=O)(=O)N2CCCC2)o1 | -4%[46.1 µM] | -3% | -0.2% | -1% | 13% | 24%[38.3 µM] | -3%
O=c1c2sc3nc(N4CCOCC4)c4c(c3c2ncn1-c1ccccc1)CCCC4 | -19% | ? | -1.3% | -23% | 11%[9.22 µM] | 14% | 0%
COCc1[nH][nH]c(=O)c1C=Nc1ccccc1 | 5%[46.1 µM] | -11% | -2.9% | 4% | 8% | 22%[38.3 µM] | 1%
O=C(N1CCOCC1)N(CCN1CCOCC1)Cc1cccc2ccccc12 | 7%[46.1 µM] | -4% | 0.7% | 5% | -2% | 26%[38.3 µM] | -1%
Cc1ccc(-c2ccc(/C=N/N3C(=O)C4C5C=CC(CC5)C4C3=O)o2)c([N+](=O)[O-])c1 (stereo not drawn) | -17%[46.1 µM] | -32% | 0.0% | -16% | -20% | 41%[activator][38.3 µM] | 0%
COC(=O)c1ccccc1NC(=O)CSc1nnc(-c2cccnc2)n1N | 9% | 12% | 3.0% | 18% | · | -1% | -2%
COc1cccc(C2=NOC(C(=O)Nc3cc(OC)c(OC)c(OC)c3)C2)c1 (stereo not drawn) | 0%[46.1 µM] | -9% | -1.2% | 4% | 8% | 6%[38.3 µM] | -4%
CC(=O)Nc1ccc(S(=O)(=O)N2CCCc3ccccc32)cc1 | -10%[46.1 µM] | -31% | 2.0% | 11% | -30% | 27%[38.3 µM] | -2%
Cc1cc(NS(=O)(=O)c2ccc(NC(=O)c3cnc4scc(C)n4c3=O)cc2)nc(C)n1 | -3% | 3% | -1.0% | -5% | -18% | 5% | -3%
CC(C)(C)c1ccc(OCc2ccc(C(=O)NN)o2)cc1 | 10% | 11%[9.22 µM] | 6.6% | 6% | · | · | ·
C=CCN1C(=O)C(Cc2ccc(C)cc2)S/C1=N/N=C/c1ccco1 (stereo not drawn) | -11%[46.1 µM] | -17% | -6.9% | 9% | -16% | 20% | 5%
c1ccc(-c2cc(-c3nc(-c4cccnc4)no3)c3ccccc3n2)cc1 | -14%[46.1 µM] | 12% | -0.2% | 2% | -7% | -4%[38.3 µM] | -1%
COc1ccc(C2(C(=O)N3CCCC3)CCOCC2)cc1OC | 3%[46.1 µM] | 4% | 0.0% | -7% | 1% | 22%[38.3 µM] | -3%
C#CCNC(=O)C1=C[C@@H](C)C[C@@H](OCc2ccc(CO)cc2)O1 | -2% | -15%[9.22 µM] | 1.7% | 3% | · | -14% | ·
COC(=O)Nc1ncc(CN2CCC(c3ccccc3)CC2)s1 | 2%[46.1 µM] | ? | 1.2% | 1% | -2% | 11% | -2%
O=C(NCc1cccs1)C1CCN(S(=O)(=O)c2cccc3nsnc23)CC1 | 1%[46.1 µM] | -5% | -1.3% | -1% | -1% | 3%[38.3 µM] | 1%
CCc1ccc2[nH]c3nc(SCc4nnc(-c5ccc(C)cc5)o4)nnc3c2c1 | 7%[46.1 µM] | -3% | 1.2% | 13% | -5% | 4% | -1%
COc1ccc(OC)c(NC(=O)C2CCC(CNc3c(N4CCC(C)CC4)c(=O)c3=O)CC2)c1 (stereo not drawn) | -19%[46.1 µM] | -7% | 1.4% | -11% | ? | 9%[38.3 µM] | 1%
O=C(/C=C/c1ccc(S(=O)(=O)N2CCOCC2)cc1)N1CCN(c2ccc(F)cc2)CC1 | ? | -13%[9.22 µM] | 0.1% | 1% | · | · | ·
CCOC(=O)CSc1nnc(CSc2nc3ccccc3s2)n1C | -6%[46.1 µM] | 13% | 1.9% | 1% | 5% | -2%[38.3 µM] | 0%
NS(=O)(=O)c1ccc(N=C2C(=O)Nc3ccccc32)cc1 | -15% | -9%[9.22 µM] | 2.2% | -4% | 9%[46 µM] | -2% | -1%[7.66 µM]
CC12CCC(=O)N1C(C(=O)OCC(=O)Nc1ccc(Cl)c(Cl)c1)CS2 (stereo not drawn) | 7% | -14% | -2.2% | 4% | 10%[46 µM] | 12% | 8%
Cc1ccc(Sc2nc(-c3ccccc3)ccc2C#N)cc1 | 1%[46.1 µM] | -2% | 0.0% | 3% | 29% | 8%[38.3 µM] | -2%
CCc1ccccc1N(CC(=O)OC)S(C)(=O)=O | -15%[46.1 µM] | 6% | -1.1% | 6% | 2% | 20%[38.3 µM] | 5%
c1ccc(CCNc2ncnc3sccc23)nc1 | 33% | ? | 1.3% | 14% | · | 0% | ?
CC(=O)N(C)c1ccc(OCC(O)Cn2c3ccc(Cl)cc3c3cc(Cl)ccc32)cc1 (stereo not drawn) | ? | ? | -7.2% | 10% | ? | 25% | 1%
CCC1Oc2ccc(C)cc2N(CC(=O)N2CCN(c3ccc(F)cc3)CC2)C1=O (stereo not drawn) | -12% | -9% | 0.0% | 2% | ? | 6% | 1%
N#Cc1ccc(OCC(=O)N/N=C(\CCC(=O)O)c2cccs2)cc1 | 9% | 22% | 3.4% | 5% | · | -1% | 0%
NC(=O)NC(=O)CSc1cccc(C(F)(F)F)c1 | -2% | -6% | -1.0% | -3% | 4% | 0% | -3%
CN(C)C(=O)CCC(=O)N1CCCC(C(=O)c2ccc3c4c(cccc24)CC3)C1 (stereo not drawn) | 5% | -12% | -0.6% | 0% | · | -3% | 3%

One compound at a time, from the list above.
`CCC1Oc2ccc(C)cc2N(CC(=O)N2CCN(c3ccc(F)cc3)CC2)C1=O` (stereo not drawn) reads NPSR antagonist: -12%; HTT aggregate: -9%; Epigenetic reg: 0.0%; CBFb-RUNX1 inh: 2%; Lamin A splicing: ?; IMPase Li cell: 6%; KinaseGlo FLuc: 1%
`NC(=O)NC(=O)CSc1cccc(C(F)(F)F)c1` reads NPSR antagonist: -2%; HTT aggregate: -6%; Epigenetic reg: -1.0%; CBFb-RUNX1 inh: -3%; Lamin A splicing: 4%; IMPase Li cell: 0%; KinaseGlo FLuc: -3%

The list continues:
SMILES | NPSR antagonist | HTT aggregate | Epigenetic reg | CBFb-RUNX1 inh | Lamin A splicing | IMPase Li cell | KinaseGlo FLuc
O=C(CSc1nnc(CNc2ccc(F)cc2)n1Cc1ccccc1)NCc1ccccc1 | -13%[46.1 µM] | -4% | 2.4% | 5% | -3% | 5% | -1%
Cc1ccc(S(=O)(=O)NC(=O)NCc2ccc(Cl)cc2)cc1 | -6%[46.1 µM] | 3%[9.22 µM] | 0.8% | 5% | -5% | 22%[38.3 µM] | 3%
O=C(O)C1CCCCC1C(=O)Nc1ccccc1F (stereo not drawn) | 8%[46.1 µM] | 16% | 0.0% | 1% | 14% | 14%[38.3 µM] | 2%
COc1ccc(N2CCN(S(=O)(=O)c3cnc[nH]3)CC2)cc1 | -16% | -13%[9.22 µM] | -0.8% | -3% | · | · | ·
Cc1cnc(C(=O)Nc2ccccc2F)cn1 | -7%[46.1 µM] | 11%[9.22 µM] | -6.1% | 6% | 1% | -9%[38.3 µM] | ?
COc1ccc(S(=O)(=O)N(Cc2cccs2)C2CCCC2)cc1 | -1%[46.1 µM] | ? | -1.1% | ? | 1% | 38%[activator][38.3 µM] | 2%
O=C(Cn1nc(Cc2cccnc2)c2ccccc2c1=O)Nc1cc(F)ccc1F | -6% | -14%[9.22 µM] | -1.2% | 5% | · | · | ·
COc1ccc(CN2CCSCC2)cc1O | -3%[46.1 µM] | 12% | 2.1% | -1% | -1% | 15%[38.3 µM] | -3%
CCN(CC)S(=O)(=O)c1ccc(NC(=S)NC(=O)CC(C)C)cc1 | -27% | -13% | 1.0% | 5% | ? | 9% | 0%
O=C(NN1CCCCC1)c1cnn2c(C(F)F)cc(-c3ccccc3)nc12 | -26% | 9% | 0.9% | 14% | -11%[46 µM] | 9% | 1%
CC(C)(C)c1ccc(OCC(=O)N(c2ccccn2)C2CCCCC2)cc1 | -43% | -18% | -1.6% | 23% | -13% | 17% | 2%

Assay outcomes from PubChem.

Some of the compounds tested; the hit share may differ from the screen's.
